High-throughput results: PubChem, National Center for Advancing Translational Sciences (NCATS)
KB-3-1 tox = qHTS assay for MDR1-selective chemotherapeutics: Primary screen using the parental adenocarcinoma cell KB-3-1; KB-3-1 viability, CellTiter-Glo ATP luminescence, 72 h; Potency, µM (top dose mostly 46.1 µM), for inactives: at the highest dose activity change, negative = cytotoxic, usual class: cytotoxic; hit rate 1.4% among 400,000; AID 1347075, 2019; note: potency is the fitted concentration of half-maximal effect; % is set by controls: 0 for no effect and ±100 for the full control effect; nearly all actives have a fitted effect of over 60% in size
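Here the drug-naive KB-3-1 line serves as comparator for MDR sub-line selectivity; cells received compound titrations, 72 h at 37 °C, then CellTiter-Glo readout.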
MCF10A rereplic = A quantitative high throughput screen for small molecules that induce DNA re-replication in MCF 10a normal breast cells; MCF 10A DNA re-replication, Hoechst nuclear intensity, 48 h; Potency, µM (top dose mostly 46.1 µM), for the others: at the top dose activity, positive = re-replication, hits mostly activators; hit rate 2.9% among 350,000; note: potency is the fitted concentration of half-maximal effect; % of control where 0% means no effect; nearly all actives have a fitted effect of over 50% in size
SW480 rerep = A quantitative high throughput screen for small molecules that induce DNA re-replication in SW480 colon adenocarcinoma cells. Potency, µM (series often up to 46.1 µM), without a hit: at the top dose re-replication activation, actives largely listed as activators. AID 624297, 2012. hit rate 1.8% among 340,000. SW480 DNA re-replication, Hoechst DNA content imaging, 48 h; note: potency is the fitted concentration of half-maximal effect; % of control where 0% means no effect; nearly all actives have a fitted effect of over 55% in size
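Readout is total intensity of Hoechst-stained nuclei, excited at 405 nm and collected at 500-530 nm. Compound treatment lasted 48 hr at 37 C in 5% CO2 before staining.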
HT1080NT lethal = qHTS for induction of synthetic lethality in tumor cells producing 2HG: qHTS for the HT-1080-NT fibrosarcoma cell line; HT-1080-NT fibrosarcoma viability, CellTiter-Glo ATP luminescence, 48 h; Potency, µM (doses to about 46.1 µM), for inactives: at the highest dose activity, negative = less viability, hits mostly cytotoxic; hit rate 1.6% among 360,000; AID 686970, 2013;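 note: NT is the 2HG producing partner of a matched IDH1 knockdown line; potency is the fitted concentration of half-maximal effect; 0% = DMSO-treated cells and -100% = media-only wells without cells; nearly all actives have a fitted effect of over 55% in size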
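Luminescent CellTiter-Glo readout after 48 hours of compound exposure at 37 degrees C defined viability of HT-1080-NT cells. Activity was normalized to DMSO wells and cell-free media wells; concentration-response curves were fitted and assigned curve classes.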
IL1B secr inh = qHTS for Inhibitors of Inflammasome Signaling: IL-1-beta AlphaLISA Primary Screen. hit rate 4.7% among 360,000. activity change, % at 57.5 µM. THP-1 LPS/ATP IL-1B secretion, AlphaLISA, 16 h; stronger effect = lower value; in the data active = activity change below about -50%; inconclusive = mostly about -30% to -49%; note: % is set by controls: 0 for no effect and ±100 for the full control effect
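Secreted IL-1B measured by AlphaLISA bead assay after 16 h compound exposure of THP-1 cells; compounds (final up to 57.5 uM) added 1 h before LPS (250 ng/mL) and ATP (1.25 mM) stimulation; lower signal means less secretion.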
S2 tox = Viability Counterscreen for Primary qHTS for Inhibitors of ATXN expression | S2 cells (HEK-293 line with an ATXN2-luciferase reporter) viability, CellTiter-Fluor protease fluorescence, 24 h | Potency, µM (top dose mostly 56.7 µM), hits mostly cytotoxic | hit rate 0.49% among 400,000 | AID 651635, 2014; note: potency is the fitted concentration of half-maximal effect; nearly all actives have a fitted effect of over 40% in size
HT1080 IDH1KD tx = qHTS for induction of synthetic lethality in tumor cells producing 2HG: qHTS for the HT-1080-IDH1KD cell line; hit rate 2% among 360,000; AID 686971, 2013; HT-1080 IDH1 knockdown viability, ATP luminescence, 48 h; Potency, µM (top dose mostly 46.1 µM), inactives show at the highest dose activity, negative = toxicity, most hits filed as cytotoxic;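 note: potency is the fitted concentration of half-maximal effect; 0% = DMSO wells and -100% = cell-free medium wells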
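After a 2 h attachment period, IDH1KD HT-1080 cells took pin-transferred compound for 48 h at 37 °C; ATP-based luminescence after 10 min room-temperature reagent incubation reported viability.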
ATXN2 expr inh = Primary qHTS for Inhibitors of ATXN expression. HEK-293 ATXN2-luciferase reporter, luminescence, 24 h. hit rate 0.72% among 360,000. Potency, µM (highest dose often 57 µM), for inactives: at the top dose activity change, negative = inhibition, actives largely listed as inhibitors; note: potency is the fitted concentration of half-maximal effect; % is set by controls: 0 for no effect and ±100 for the full control effect; nearly all actives have a fitted effect of over 55% in size
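ATXN2-luciferase reporter cells (luciferase flanked by upstream and downstream ATXN2 gene portions) were treated 24 h at 37 °C with compounds at up to 57 uM. SteadyGlo luminescence gave expression; GF-AFC fluorescence gave viability.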
HepG2 tox = qHTS for Inhibitors of TGF-b: Cytotox Counterscreen; AID 588856, 2011; HepG2 CAGA-GFP viability, ATP luminescence, 18 h; hit rate 0.76% among 410,000; Potency, µM (top dose mostly 46.1 µM), for inactives: at the top dose activity change, negative = cytotoxicity, usual class: cytotoxic; note: potency is the fitted concentration of half-maximal effect; some results filed as inactive show a strong effect at the top dose
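CellTiter-Glo luminescence gave cytotoxicity after 18 hours at 37 degrees C. The cells were HepG2 CAGA-GFP in 1% FBS DMEM, stimulated with 500 pg/mL TGF-beta after compound addition. %Activity was normalised to no-cell wells (complete cell-killing) and DMSO (no toxicity), and curves were fitted and classified.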
Active calls of the source: *; & = joins results of further samples; [ ] = dose if it differs, or a comment. Unless noted, calls come from the whole dose curve; as a rule, active = well fitted curve in the direction sought with a large enough effect; inconclusive = small, poorly fitted or top-dose-only effect, or another doubt; inactive = no such curve, though single readings can be large; an effect the other way counts as inactive or inconclusive. An unsorted share of the library. Share with any hit: about 8.9%.

`COc1ccc(CN(CC2CCC(C(=O)O)CC2)C(=S)Nc2ccccc2C)cc1` (stereo unspecified) gave KB-3-1 tox -5%, MCF10A rereplic 1%, SW480 rerep 8%, HT1080NT lethal -1%, IL1B secr inh 7, S2 tox inactive, HT1080 IDH1KD tx -4%, ATXN2 expr inh -11% and HepG2 tox -4%.
Cc1noc(C)c1CSc1ccccc1C(=O)O was read as KB-3-1 tox -2%, MCF10A rereplic -4%, SW480 rerep -10%, HT1080NT lethal 3%, IL1B secr inh 5, S2 tox inactive, HT1080 IDH1KD tx 0%, ATXN2 expr inh -6% and HepG2 tox 6%.
`CCOc1ccc(C(=O)OCC(=O)NC2CCCC2)cc1OCC` gave KB-3-1 tox 10%, MCF10A rereplic 3%, SW480 rerep 0%, HT1080NT lethal -9%, IL1B secr inh 78, S2 tox inactive, HT1080 IDH1KD tx -12%, ATXN2 expr inh -4% and HepG2 tox 16%.
CCOc1cc(NS(=O)(=O)c2ccc(OC)cc2)c(OCC)cc1NC(=O)c1ccco1 was read as KB-3-1 tox 5%, MCF10A rereplic 5%, SW480 rerep 3%, HT1080NT lethal inconclusive, IL1B secr inh -8, S2 tox inactive, HT1080 IDH1KD tx inconclusive, ATXN2 expr inh 3% and HepG2 tox 2%.
`COc1ccc(CNC(=O)C2CCN(Cc3nc(-c4ccc(Cl)cc4)oc3C)CC2)cc1` gave KB-3-1 tox -1%, S2 tox inactive, ATXN2 expr inh 2% and HepG2 tox 1%.
`C#CCOCCOCCOCCNc1nc(N2CCN(C(=O)C([C@@H](C)O)n3cc([C@@H](N)CCCCN)nn3)CC2)nc(N2CCN(C(=O)C([C@@H](C)O)n3cc([C@@H](N)CCCCN)nn3)CC2)n1` (stereo partly specified) gave KB-3-1 tox inconclusive, MCF10A rereplic 11%, SW480 rerep -4%, HT1080NT lethal 12%, IL1B secr inh 7, S2 tox inactive, HT1080 IDH1KD tx 25%, ATXN2 expr inh 8% and HepG2 tox -4%.
`CCOc1ccc(N(CC(=O)OC)S(=O)(=O)c2c(C)noc2C)cc1` gave KB-3-1 tox 8%, MCF10A rereplic -4%, SW480 rerep -5%, HT1080NT lethal 11%, IL1B secr inh 33, S2 tox inactive, HT1080 IDH1KD tx 9%, ATXN2 expr inh 1% and HepG2 tox 0%.
Screening CCC(CC)NC(=O)CO/N=C/c1ccccc1OC(F)F returned KB-3-1 tox -2%, MCF10A rereplic 6%, SW480 rerep -7%, HT1080NT lethal 6%, IL1B secr inh -12, S2 tox inactive, HT1080 IDH1KD tx 13%, ATXN2 expr inh -9% and HepG2 tox -1%.
Cc1ccc(CNCc2ccc3c(c2)OCO3)c(C)c1 was read as KB-3-1 tox 0%, MCF10A rereplic -1%, SW480 rerep -6%, HT1080NT lethal 9%, IL1B secr inh 0, S2 tox inactive, HT1080 IDH1KD tx 0%, ATXN2 expr inh -9% and HepG2 tox 8%.
COc1cc(CCCN2CCNC[C@@H]2c2ccccc2)cc(OC)c1OC was read as KB-3-1 tox -8%, MCF10A rereplic inconclusive, SW480 rerep 1%, HT1080NT lethal 5%, IL1B secr inh 8, S2 tox inactive, HT1080 IDH1KD tx -1%, ATXN2 expr inh -3% and HepG2 tox -11%.
Screening CCc1ccc(/C=N/Nc2ncnc3nc[nH]c23)cc1 returned KB-3-1 tox inconclusive, MCF10A rereplic 24%, SW480 rerep 16%, HT1080NT lethal 1%, IL1B secr inh 76, S2 tox inactive, HT1080 IDH1KD tx -9%, ATXN2 expr inh -26% and HepG2 tox -60%.
`CCOC(=O)c1sc(NC(=O)C(C)Sc2nc(N)cc(=O)[nH]2)nc1C` (stereo unspecified) gave KB-3-1 tox 7%, MCF10A rereplic 4%, SW480 rerep -3%, HT1080NT lethal 10%, IL1B secr inh 14, S2 tox inactive, HT1080 IDH1KD tx 2%, ATXN2 expr inh 3% and HepG2 tox -6%.
For CCC(C)(C(=O)NC1CCCCC1)N(C(=O)CNC(=O)c1ccccc1)c1c(C)n(C)n(-c2ccccc2)c1=O (stereo unspecified) the results were KB-3-1 tox 10%, MCF10A rereplic 11%, SW480 rerep -15%, HT1080NT lethal 13%, IL1B secr inh 12, S2 tox inactive, HT1080 IDH1KD tx 10%, ATXN2 expr inh -13% and HepG2 tox 11%.
Cn1cc(Cl)c(C(=O)OCC(=O)Nc2nc(-c3ccc(Br)cc3)cs2)n1 was read as KB-3-1 tox -24%, MCF10A rereplic 11%, SW480 rerep 1%, HT1080NT lethal -21%, IL1B secr inh -2, S2 tox inactive, HT1080 IDH1KD tx 0%, ATXN2 expr inh -7% and HepG2 tox -19%.
`c1cc2c(cc1C1CCCN1)OCCCO2` (stereo unspecified) gave KB-3-1 tox 0%, MCF10A rereplic 19%, SW480 rerep -3%, HT1080NT lethal 10%, IL1B secr inh inconclusive, S2 tox inactive, HT1080 IDH1KD tx 17%, ATXN2 expr inh 4% and HepG2 tox 2%.
Screening CCCCN(C)CCCNC(=O)CN1C(=O)CSc2ccc(S(=O)(=O)N3CCOCC3)cc21 returned KB-3-1 tox -21%, MCF10A rereplic inconclusive, SW480 rerep inconclusive, HT1080NT lethal 0%, IL1B secr inh -96*, S2 tox inactive, HT1080 IDH1KD tx 0%, ATXN2 expr inh -6% and HepG2 tox -11%&-2%.
`COc1ccccc1C(=O)NCC(=O)NC1CCCc2ccccc21` (stereo unspecified) gave KB-3-1 tox 16%, MCF10A rereplic 1%, SW480 rerep 12%, HT1080NT lethal -2%, IL1B secr inh 29, S2 tox inactive, HT1080 IDH1KD tx -1%, ATXN2 expr inh -13% and HepG2 tox 25%.
COc1ccccc1NC(=O)NC1CCS(=O)(=O)C1 (stereo unspecified) was read as KB-3-1 tox 0%, MCF10A rereplic -2%, SW480 rerep -15%, HT1080NT lethal 0%, IL1B secr inh 14, S2 tox inactive, HT1080 IDH1KD tx 16%, ATXN2 expr inh -5% and HepG2 tox 4%.
Screening Clc1ccc(-c2nc(NCCCN3CCOCC3)c3ccccc3n2)cc1 returned KB-3-1 tox -15%, MCF10A rereplic 10%, SW480 rerep inconclusive, HT1080NT lethal 23µM*, IL1B secr inh -75*, S2 tox inactive, HT1080 IDH1KD tx inconclusive, ATXN2 expr inh inconclusive and HepG2 tox -24%.
`O=c1[nH]c2ccc(Cl)cc2[nH]1` gave KB-3-1 tox inconclusive, MCF10A rereplic -4%, SW480 rerep -10%, HT1080NT lethal 6%, IL1B secr inh 33, S2 tox inactive, HT1080 IDH1KD tx 10%, ATXN2 expr inh 9% and HepG2 tox -4%.

Continued; it opens with the two that closed the last part.
Screening Clc1ccc(-c2nc(NCCCN3CCOCC3)c3ccccc3n2)cc1 returned KB-3-1 tox -15%, MCF10A rereplic 10%, SW480 rerep inconclusive, HT1080NT lethal 23µM*, IL1B secr inh -75*, S2 tox inactive, HT1080 IDH1KD tx inconclusive, ATXN2 expr inh inconclusive and HepG2 tox -24%.
`O=c1[nH]c2ccc(Cl)cc2[nH]1` gave KB-3-1 tox inconclusive, MCF10A rereplic -4%, SW480 rerep -10%, HT1080NT lethal 6%, IL1B secr inh 33, S2 tox inactive, HT1080 IDH1KD tx 10%, ATXN2 expr inh 9% and HepG2 tox -4%.
`CC1CCCN(S(=O)(=O)c2cccc(C(=O)NCC3CCCO3)c2)C1` (stereo unspecified) gave KB-3-1 tox 5%, MCF10A rereplic -2%, SW480 rerep -1%, HT1080NT lethal -1%, IL1B secr inh 12, S2 tox inactive, HT1080 IDH1KD tx -2%, ATXN2 expr inh 1% and HepG2 tox -5%.
`CCOC(=O)C(NCc1ccc2c(c1)OCO2)(NC(=O)c1ccccc1)C(F)(F)F` (stereo unspecified) gave KB-3-1 tox 0%, MCF10A rereplic -1%, SW480 rerep -1%, HT1080NT lethal 0%, IL1B secr inh -4, S2 tox inactive, HT1080 IDH1KD tx 4%, ATXN2 expr inh 4% and HepG2 tox 0%.
For Cc1cc(C)c2sc(N(CCCN(C)C)C(=O)c3ccc(Br)s3)nc2c1 the results were KB-3-1 tox -60%, MCF10A rereplic inconclusive, SW480 rerep inconclusive, HT1080NT lethal 23µM*, S2 tox 11µM*, HT1080 IDH1KD tx inconclusive, ATXN2 expr inh 8.9µM* and HepG2 tox -78%.
`Cc1ccc(S(=O)(=O)N(C)c2ccc(OC(=O)CN3C(=O)NC4(CCCC4)C3=O)cc2)cc1` gave KB-3-1 tox -4%, MCF10A rereplic -1%, SW480 rerep -63%[inhibitor], HT1080NT lethal 1%, IL1B secr inh -15, S2 tox inactive, HT1080 IDH1KD tx 1%, ATXN2 expr inh 21% and HepG2 tox 1%.
Screening CCN(CC)S(=O)(=O)c1ccc(N2CCN(CCOc3ccc(OC)cc3)CC2)nc1 returned KB-3-1 tox -17%, MCF10A rereplic inconclusive, SW480 rerep 10%, HT1080NT lethal -21%, IL1B secr inh -23, S2 tox inactive, HT1080 IDH1KD tx -5%, ATXN2 expr inh inconclusive and HepG2 tox -24%.
For Cn1nc(-c2ccccc2)c(CN2CCN(c3ncccn3)CC2)c1Cl the results were KB-3-1 tox inconclusive, MCF10A rereplic inconclusive, SW480 rerep 16%, HT1080NT lethal -15%, IL1B secr inh -13, S2 tox inactive, HT1080 IDH1KD tx -23%, ATXN2 expr inh 12% and HepG2 tox -14%.
